Source: PubChem BioAssay (several laboratories)
IL1B NFkB inh = blocks IL-1B driven NFkB nuclear translocation in HUVEC cells | 94,000 compounds, 0.43% hits | inhibition, % at 2 µM | HUVEC IL-1B NFkB p65 nuclear translocation imaging;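 active = inhibition above about 30% together with a positive call from visual inspection of the well image, limit read from the data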;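 also: nuclear over cytoplasmic p65 intensity ratio measured by imaging; 0% = IL-1B stimulated DMSO wells and 100% = unstimulated DMSO wells; values of inactives mirror those of a sister screen read the other way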
MRP reversal = MRP-mediated drug resistance reversal. differential viability (reversal), % at 10 µM. 85,000 compounds, 0.04% hits. H69AR cells + 2 uM doxorubicin, CellTiter-Glo, 72 h;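 active = viability drop by adding the cancer drug above about 55%, with treated viability meeting a 40% cutoff, limit read from the data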;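 also: viability without doxorubicin minus viability with 2 µM doxorubicin for each compound; larger differential means the compound sensitizes cells more to doxorubicin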
PLAP inhibitors HTS = inhibition of human placental alkaline phosphatase – biochemical, luminescence, HTS (AID 690); 96,000 compounds, 0.08% hits; purified PLAP, luminescent substrate; higher % means a stronger effect; one-dose inhibition, % at 20 µM; IC50 in µM for titrated hits; in the data active = a potency from the dose series; inactive = the rest, 99 in 100 with inhibition below about 30%; also: strong numbers were not always called active
NFkB transloc pot = enhances IL-1B driven NFkB nuclear translocation; HUVEC IL-1B NFkB p65 nuclear translocation imaging; activation, % at 2 µM; 94,000 compounds, 0.3% hits; AID 819;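 active = activation above 40%, about the mean plus 3 SD, also judged a hit on visual image review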;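 also: percent activation is computed from the nuclear over cytoplasmic p65 intensity ratio; values of inactives mirror those of a sister screen read the other way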
Bcl-B displacement = displacers of TR3 peptide from Bcl-B, primary screen, selectivity assay for Bfl-1 inhibitor project, biochemical, fluorescence polarization; FP displacement of FITC-TR3 peptide from Bcl-B; higher % means a stronger effect; displacement, % at 20 µM, or IC50 in µM where a hit was titrated; 96,000 compounds, 0.11% hits; AID 748;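 active = displacement above 50% at 20 µM plus a fluorescence interference ratio under 1.5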;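 also: plate controls were wells without compound for no effect and wells lacking Bcl-B protein for full effect; a part of the inactive calls stands beside numbers as strong as those of hits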
MRP reversal cytotoxicity = second read-out of MRP reversal, no call of its own (marks repeat the call); viability, %; H69AR cells, CellTiter-Glo, 72 h; measured here: cytotoxicity without doxorubicin
MRP reversal with doxorubicin = also measured in MRP reversal; calls as there; viability, %; measured here: viability with 2 uM doxorubicin; active compounds read low
IL1B NFkB inh cell count 2 µM = further read-out of IL1B NFkB inh, marked with its call; cell count; measured here: cells passing quality filter;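 raw number of nuclei counted in each imaged well without normalization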
NFkB transloc pot cell count 2 µM = further read-out of NFkB transloc pot, marked with its call; cell count; measured here: cells passing quality filter
Numbers without * were called inactive; · = not tested or not shown; & = joins results of further samples. Some of the compounds tested; the hit share may differ from the screen's.

SMILES | IL1B NFkB inh | IL1B NFkB inh cell count 2 µM | MRP reversal | MRP reversal cytotoxicity | MRP reversal with doxorubicin | PLAP inhibitors HTS | NFkB transloc pot | NFkB transloc pot cell count 2 µM | Bcl-B displacement
COC(=O)[C@H](Cc1ccccc1)NC(=O)NCCC1=CCCCC1 | 0.0 | 182 | -15.3 | 69.5 | 84.8 | -31.0% | 0.0 | 182 | -1.5%
COc1cc(NC(=O)CCn2c(=O)[nH]c3ccsc3c2=O)cc(OC)c1 | -10.0 | 159 | 24.5 | 123.3 | 98.8 | · | 10.0 | 159 | ·
CCC(C)NS(=O)(=O)c1ccc(S(=O)(=O)N(CC(=O)Nc2ccccc2)CC2CCCO2)cc1 (stereo not given) | -5.8 | 149 | -8.9 | 85.0 | 94.0 | 12.3% | 5.8 | 149 | -5.4%
CC1C2C(c3ccccc3)N(C)C(=O)N(C)C2N(C)C(=O)N1C (stereo not given) | 0.3 | 216 | 54.6 | 140.3 | 85.7 | 4.5% | -0.3 | 216 | 57.5%
CCOC(=O)c1[nH]c(C)c(CCC(=O)O)c1C | -5.7&-19.6 | 91&197 | -7.2&7.0 | 74.5&107.2 | 81.7&100.2 | -3.4%&-11.2% | 5.7&19.6 | 91&197 | 14.6%&-3.0%
Cc1ccc(Cn2nnnc2CN2CCC(c3nc4ccc(Cl)cc4[nH]3)CC2)cc1 | -29.8 | 118 | · | · | · | -87.9% | 29.8 | 118 | -9.7%
CCN(CC)c1ccc(NC(=O)c2cccc(F)c2)c(C)c1 | -13.3 | 173 | -19.9 | 27.7 | 47.6 | 2.8% | 13.3 | 173 | -4.7%
O=C(O)CCC(=O)Nc1cccc(C(=O)Nc2cccc(Cl)c2)c1 | -8.8 | 124 | · | · | · | 5.4% | 8.8 | 124 | -1.6%
C=CCn1cnc2c(c1=O)c1nc3ccccc3nc1n2/N=C/c1cccc(OC)c1 | · | · | -14.3 | 22.4 | 36.8 | -89.6% | · | · | -8.1%
CC(=O)c1cnc2c(-c3ccc(Cl)cc3)c(C)nn2c1C | -18.1 | 149 | 9.5 | 84.4 | 74.9 | · | 18.1 | 149 | ·
O=C(CSCc1cccs1)N1CCCC1 | · | · | 5.5 | 98.3 | 92.9 | 5.7% | · | · | -5.2%
CC1(c2ccccc2)CC2CC(c3ccccc3)N1O2 (stereo not given) | 15.6 | 193 | 6.4 | 98.0 | 91.6 | 4.3% | -15.6 | 193 | -1.9%
Cc1cccnc1Nc1nc(-c2ccc(O)c(O)c2)cs1 | 6.1 | 124 | -18.9 | 27.6 | 46.5 | -34.3% | -6.1 | 124 | 14.9%
CC1CCN(C(=O)C2CCN(S(=O)(=O)c3cccnc3)CC2)CC1 | -1.8 | 126 | -10.0 | 90.9 | 100.9 | 10.8% | 1.8 | 126 | -6.9%
Cn1c(NN)nc2sc3c(c2c1=O)CCC3 | -1.9 | 173 | 6.6 | 96.5 | 89.9 | -66.1% | 1.9 | 173 | -8.5%
C/C(=N\NC(=O)c1nc(C)cc(C)n1)c1ccccc1 | 6.4 | 167 | 12.7 | 99.7 | 87.0 | 10.6% | -6.4 | 167 | -0.5%
CC(C1CC1)N(C(=O)NC1CCS(=O)(=O)C1)c1ccccc1 (stereo not given) | -4.0 | 180 | 10.7 | 109.3 | 98.6 | -23.6% | 4.0 | 180 | -0.1%
COc1nc(N)nc(CC(=O)C2CC2)n1 | -12.6 | 117 | 7.3 | 89.2 | 81.9 | 10.5% | 12.6 | 117 | -15.9%
CC(C)c1ccc(CC(C)C2C3=C(CCCC3=O)OC3=C2C(=O)CCC3)cc1 (stereo not given) | -6.1 | 181 | -4.0 | 92.2 | 96.2 | -84.5% | 6.0 | 181 | 0.6%
CC(=O)Nc1nc2ccccc2n1CCN(C)C | -1.1 | 199 | -2.5 | 105.8 | 108.3 | -56.8% | 1.1 | 199 | -12.1%

Exported tab-delimited: entries from further up
compound	IL1B NFkB inh	IL1B NFkB inh cell count 2 µM	MRP reversal	MRP reversal cytotoxicity	MRP reversal with doxorubicin	PLAP inhibitors HTS	NFkB transloc pot	NFkB transloc pot cell count 2 µM	Bcl-B displacement
O=C(CSCc1cccs1)N1CCCC1	·	·	5.5	98.3	92.9	5.7%	·	·	-5.2%
CC1CCN(C(=O)C2CCN(S(=O)(=O)c3cccnc3)CC2)CC1	-1.8	126	-10.0	90.9	100.9	10.8%	1.8	126	-6.9%
CC1(c2ccccc2)CC2CC(c3ccccc3)N1O2 (stereo not given)	15.6	193	6.4	98.0	91.6	4.3%	-15.6	193	-1.9%
Cn1c(NN)nc2sc3c(c2c1=O)CCC3	-1.9	173	6.6	96.5	89.9	-66.1%	1.9	173	-8.5%
C/C(=N\NC(=O)c1nc(C)cc(C)n1)c1ccccc1	6.4	167	12.7	99.7	87.0	10.6%	-6.4	167	-0.5%

Carrying on.
SMILES | IL1B NFkB inh | IL1B NFkB inh cell count 2 µM | MRP reversal | MRP reversal cytotoxicity | MRP reversal with doxorubicin | PLAP inhibitors HTS | NFkB transloc pot | NFkB transloc pot cell count 2 µM | Bcl-B displacement
CCOc1ccc(N/C(SC)=C(/C#N)C(N)=O)cc1 | 9.6 | 91 | -9.4 | 79.8 | 89.3 | 18.6% | -9.6 | 91 | -0.5%
O=C(CN1C(=O)CCSc2ccccc21)Nc1ccc2c(c1)OCCO2 | 1.6 | 88 | · | · | · | -0.1% | -1.6 | 88 | 7.4%
Cn1cccc1C(=O)NC(=O)COC(=O)CC12CC3CC(CC(Br)(C3)C1)C2 | 0.1 | 201 | 4.4 | 103.8 | 99.4 | 0.2% | -0.1 | 201 | -5.4%
CCOC(=O)N1CCN(C(=O)c2ccc(OC)c(OC)c2)CC1 | -3.9 | 123 | -15.6 | 82.8 | 98.4 | -8.8% | 3.9 | 123 | -2.5%
CC(NC(=O)C1CCC1)c1ccc(Cl)cc1 (stereo not given) | 0.8 | 91 | -6.5 | 101.3 | 107.8 | 9.2% | -0.8 | 91 | -2.1%
COc1cccc(-n2c(Cc3cc(=O)[nH]c(=O)[nH]3)nnc2SC(C)C)c1 | · | · | 1.9 | 89.1 | 87.3 | -41.7% | · | · | 15.6%
CCOc1ccc(N(C(C)=O)c2nc(C)cc(C)c2C#N)cc1 | -3.6 | 94 | 3.4 | 81.2 | 77.8 | · | 3.6 | 94 | ·
COC(=O)c1ccc(NC(=O)c2ccccc2NS(C)(=O)=O)cc1 | -8.3 | 109 | -20.0 | 64.2 | 84.2 | -15.0% | 8.3 | 109 | -4.9%
COc1ccc(-n2nc(C(=O)N3CCN(c4ccc(F)cc4)CC3)c3ccccc3c2=O)c(OC)c1 | · | · | 0.0 | 65.0 | 65.0 | -49.0% | · | · | -8.4%
C=CCn1cc(-c2ccccc2)cc(C#N)c1=O | -2.0 | 156 | -4.8 | 93.4 | 98.2 | 20.7% | 2.0 | 156 | -18.1%
COc1ccc(-c2c(N)nnc3c2[nH]c2ccccc23)cc1OC | -0.8 | 162 | -3.3 | 74.5 | 77.9 | -14.7% | 0.8 | 162 | -0.9%
COC(=O)c1ccc(COc2ccc3c(C)c(C)c(=O)oc3c2C)o1 | -25.2 | 103 | 4.5 | 89.5 | 85.0 | -26.5% | 25.2 | 103 | -2.5%
O=C(CCc1ccc(S(=O)(=O)N2CCOCC2)cc1)Oc1ccccc1 | 6.5 | 200 | 14.8 | 90.1 | 75.2 | -9.6% | -6.5 | 200 | -8.5%
CC(=O)Nc1ccc(C(=O)OCc2ccc(Cl)cc2)cc1 | -5.7 | 112 | · | · | · | 6.7% | 5.7 | 112 | -3.8%
O=C(OCC(=O)N1CCc2ccccc21)c1ccc(Cl)nc1 | -6.8 | 176 | 3.2 | 92.1 | 88.9 | 6.7% | 6.8 | 176 | 5.3%
c1ccc(C2=Nc3ccccc3SC2c2nc3ccccc3[nH]2)cc1 (stereo not given) | 15.2 | 179 | -21.3 | 73.0 | 94.3 | -63.5% | -15.2 | 179 | -2.6%
COc1cc(C2c3c(oc4ccccc4c3=O)C(=O)N2Cc2ccncc2)ccc1O (stereo not given) | -14.3 | 109 | 4.5 | 77.5 | 73.1 | 0.3% | 14.3 | 109 | -5.2%
COc1ccc(NCc2n[nH]nc2-c2ccccc2)cc1Cl | 2.0 | 194 | -7.8 | 85.7 | 93.5 | -65.8% | -2.0 | 194 | 5.4%
CCOc1cc(/C=N/NC(=O)Cc2ccc(C(F)(F)F)cc2[N+](=O)[O-])c(Br)cc1OC | -20.2 | 84 | · | · | · | 25.1% | 20.2 | 84 | -0.9%
CC1=C(C(=O)NC(C)C)C2(CCC(C)CC2)OC1=O (stereo not given) | -10.7 | 61 | · | · | · | · | 10.7 | 61 | ·
O=C(O)c1ccc(Sc2nnnn2-c2ccccc2)c([N+](=O)[O-])c1 | 5.1 | 139 | · | · | · | -13.9% | -5.1 | 139 | -1.8%
Cc1cc(C(=O)N2CCN(c3ncccn3)CC2)c2cc(F)ccc2n1 | 3.6 | 145 | -22.5 | 66.1 | 88.6 | 5.6% | -3.6 | 145 | 1.3%
O=C(O)C=C1CCN(c2ncc(C(F)(F)F)cc2Cl)CC1 | 11.1 | 116 | · | · | · | -20.5% | -11.1 | 116 | 14.7%
CCOC(=O)c1cc2cc(OC)ccc2nc1C | 8.8 | 72 | 6.3 | 80.4 | 74.1 | · | -8.8 | 72 | ·
CCN1CCN(Cc2ccc(NC(=O)CC3Oc4ccc(C)cc4NC3=O)cc2)CC1 (stereo not given) | 3.2 | 179 | 8.7 | 84.7 | 76.0 | 10.8% | -3.2 | 179 | 8.1%
CC(C)(C)c1cc(C(=O)Nc2cccc3ccccc23)ccn1 | -4.8 | 100 | 12.3 | 80.2 | 67.8 | · | 4.8 | 100 | ·
Cn1c(CO)cnc1SCc1ccccc1 | -4.6 | 175 | · | · | · | 22.7% | 4.6 | 175 | -0.2%
O=C(NCC1CCCO1)c1ccc(NC(=O)C2C3C=CC(C3)C2C(=O)O)cc1 (stereo not given) | · | · | -4.4 | 97.3 | 101.8 | 11.1% | · | · | 2.6%
CCOC(=O)Cc1nnc(NC(=O)C(CC)Sc2nnc3c4ccccc4n(C)c3n2)s1 (stereo not given) | -12.5 | 165 | 1.2 | 77.8 | 76.6 | -41.3% | 12.5 | 165 | -9.2%
COC(=O)CCCC(=O)Nc1c(F)c(F)c(F)c(F)c1F | -8.1 | 172 | -8.6 | 83.9 | 92.5 | 0.0% | 8.1 | 172 | -3.8%
O=C1C2CC=CCC2C(=O)N1CC(=O)N(Cc1ccccc1)C1CCS(=O)(=O)C1 (stereo not given) | · | · | -1.7 | 85.0 | 86.8 | -66.4% | · | · | 5.3%
CC(C)C(=O)Nc1ccc(NC(=O)c2ccccc2Cl)nc1 | 9.8 | 111 | -4.9 | 91.7 | 96.6 | -7.4% | -9.8 | 111 | 16.7%
CCOc1ccc(S(=O)(=O)NCCC(=O)NC2=NCCS2)cc1 | -8.3 | 119 | -10.5 | 94.7 | 105.2 | -21.7% | 8.3 | 119 | 3.0%
CCCNC(=O)COc1ncnc2sc(C)c(C)c12 | 24.4 | 188 | · | · | · | 20.5% | -24.4 | 188 | 7.3%
O=C(NC1CCCC1)C1CCN(S(=O)(=O)N2CCCCC2)CC1 | -9.3 | 118 | 8.2 | 88.1 | 80.0 | 2.3% | 9.3 | 118 | -2.3%
Cn1c(SCC(=O)NC2CCCCC2)nnc1-c1cccc(N)c1 | -34.4 | 124 | 6.1 | 89.4 | 83.3 | · | 34.4 | 124 | ·
COc1ccc(-c2noc(CSc3nc(N)c(-c4ccccc4)c(=O)[nH]3)n2)cc1 | -0.2 | 195 | 7.1 | 93.0 | 85.9 | -34.2% | 0.2 | 195 | -2.7%
Nc1ccc(-c2nc3c(Cl)c(N)ccc3[nH]2)cc1 | -9.8 | 197 | -2.3 | 21.0 | 23.3 | -7.5% | 9.8 | 197 | 0.1%
CCN1CCc2c(C#N)c(N3CCOCC3)nc(NCc3ccccc3)c2C1 | -4.2 | 44 | -6.4 | 73.6 | 80.0 | -68.4% | 4.2 | 44 | 33.7%
